Phagocyt inh – macrophage phagocytosis inhibition; J774A.1 macrophage IgG-bead phagocytosis, imaging; inhibition, % at 5 µM; hit rate 0.07% among 110,000; AID 1029;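 active means inhibition above the mean of the plate negative controls plus 5 SD, cut at about 13% in these data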;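 further: phagocytic index as fraction of beads internalized from green versus red external bead signal; plate controls were DMSO negative control for no effect and cytochalasin-D positive control for full effect; some results beyond the cut were filed as inactive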
MRP-1 activ – MRP-1 activation | H69AR cells + doxorubicin, viability rescue, CellTiter-Glo | viability increase, % at 10 µM | hit rate 0.61% among 140,000;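 active means viability gain under doxorubicin at or above a set limit, the compound median plus 3 SD, cut at about 4.7% in these data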;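 further: MRP-1 overexpressing cells given doxorubicin 25 µM after compound pretreatment; 18-22 h compound pretreatment then 72 h with doxorubicin before readout; 0% = doxorubicin-only wells and 100% = vehicle-treated cells without doxorubicin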
E-sel TNF inh – TNF alpha driven E-selectin expression inhibition; HUVEC TNFa-induced E-selectin immunofluorescence, high content; inhibition, % at 2 µM; hit rate 0.71% among 120,000; AID 1246;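 active means inhibition above the batch mean plus 3 SD, and confirmed as a hit on visual image review, cut at about 43% in these data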;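 further: 0% = TNF-stimulated DMSO wells and 100% = unstimulated control wells; not every result past the cut was called active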
Yeast lifespan up – extends the lifespan of yeast; inhibition of the nicotinamide effect, % at 10 µM; hit rate 0.68% among 130,000; S. cerevisiae growth with nicotinamide, OD615; deaD strain in restrictive glucose medium;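 active means inhibition above a set limit, placed 3 SD over the median of all compounds, cut at about 26% in these data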;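 further: 0% = nicotinamide-treated wells and 100% = cells grown without nicotinamide; some compounds called inactive have numbers as strong as hits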
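System: Modified budding yeast, DeaD strain | Buffer or medium: Restrictive glucose medium | Also added: 1.5 mM nicotinamide | Doses: 10 µM single point, 0.25% DMSO | Schedule: 48 h compound exposure at 30 °C, humidified | Detection: Absorbance at 615 nm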
GALR2 antag – GALR2 (human) receptor antagonism; inhibition, % at 4 µM; GALR2-expressing cells, antagonist mode; hit rate 0.39% among 140,000; O43603; in the data active means inhibition above about 27%;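 further: cells stimulated with galanin 1-16 at roughly its EC80; 0% = agonist challenge control and 100% = basal control without agonist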
Target sequence (O43603 whole entry, looked up): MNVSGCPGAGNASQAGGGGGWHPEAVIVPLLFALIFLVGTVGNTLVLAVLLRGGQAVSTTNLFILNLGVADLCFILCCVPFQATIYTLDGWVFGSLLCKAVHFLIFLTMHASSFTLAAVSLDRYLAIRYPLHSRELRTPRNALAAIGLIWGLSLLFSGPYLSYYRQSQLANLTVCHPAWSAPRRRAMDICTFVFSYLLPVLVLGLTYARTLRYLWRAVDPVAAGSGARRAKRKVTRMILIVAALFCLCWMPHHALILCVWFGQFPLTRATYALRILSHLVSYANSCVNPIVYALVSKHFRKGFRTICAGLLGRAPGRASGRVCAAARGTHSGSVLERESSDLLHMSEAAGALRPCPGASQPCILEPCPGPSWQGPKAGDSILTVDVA
BB579 growth dn – reduces growth of yeast BB579 in restrictive medium; S. cerevisiae BB579 growth, OD615, 48 h; inhibition, % at 10 µM; hit rate 0.51% among 140,000;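 active means inhibition above a set limit, 3 SD over the mean compound inhibition, cut at about 44% in these data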; further: inactives centre near -24
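Assay system – yeast BB579 (DeaD) · Dosing – single compound dose of 10 µM, 0.25% DMSO final · Detection – OD615 turbidity measurement · Buffer or medium – CSMM-D restrictive synthetic medium containing dextrose (glucose) · Benchmarks – positive control amphotericin B 10 µg/mL · Incubation – 48 h exposure, 30 °C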
bCat KO growth – beta-catenin-lacking colon tumor cell growth suppression; HCT116 beta-catenin knockout viability, CellTiter-Glo, 60 h; hits give low values; viability, % at 10 µM; hit rate 1.5% among 140,000; AID 818;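 active means viability at or under a set limit, the compound median less 4 SD, cut at about 6% in these data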;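 further: 0% = Hyamine 1622 control at 20 µM and 100% = untreated cell control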
NPY Y2 blocker – blocks the human neuropeptide Y Y2 receptor. P49146. NPY-Y2 expressing cells, antagonist mode. inhibition, % at 2.7 µM. hit rate 0.99% among 140,000. AID 793; in the data active means inhibition above about 17%;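 further: 0% = vehicle with agonist challenge and 100% = reference antagonist with challenge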
Target sequence (P49146 whole entry, looked up): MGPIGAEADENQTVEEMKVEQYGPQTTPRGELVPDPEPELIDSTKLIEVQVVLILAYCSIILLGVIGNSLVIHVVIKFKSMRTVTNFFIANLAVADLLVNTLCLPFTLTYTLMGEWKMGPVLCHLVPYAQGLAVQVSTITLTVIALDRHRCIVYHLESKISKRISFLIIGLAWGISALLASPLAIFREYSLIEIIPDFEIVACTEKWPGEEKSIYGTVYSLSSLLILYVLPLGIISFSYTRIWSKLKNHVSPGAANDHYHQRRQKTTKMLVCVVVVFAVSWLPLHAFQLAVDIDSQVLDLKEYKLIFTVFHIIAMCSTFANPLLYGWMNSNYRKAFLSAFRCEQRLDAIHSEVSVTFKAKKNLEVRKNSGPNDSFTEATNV
HCT116 PTEN-null – PTEN-deleted cell growth suppression | hit rate 1.2% among 140,000 | AID 827 | viability, % at 10 µM | HCT116 PTEN-null viability, CellTiter-Glo, 60 h; hits give low values;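 active means viability at or below a set limit, 4 SD under the median of all tested compounds, cut at about 3.7% in these data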;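 further: PTEN knockout HCT116 line with beta catenin targeted HCT116 as companion control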
Measles CPE – protection of cells from measles virus; Measles virus-infected cells, CPE protection, absorbance; protection (pct of control), % at 4 µM; hit rate 1.5% among 140,000; in the data active means protection mostly above about 24%, no sharp cut-off; inactive means mostly below about 26%; further: some compounds called inactive have numbers as strong as hits
* = called active by the depositor; . = no result given.

Each structure is followed by: Phagocyt inh, MRP-1 activ, E-sel TNF inh, Yeast lifespan up, GALR2 antag, BB579 growth dn, bCat KO growth, NPY Y2 blocker, HCT116 PTEN-null, Measles CPE
1: O=C(NNC(=O)C(c1ccccc1)c1ccccc1)c1cccs1
    -1, 0.9, 9, 2, -1, 7, 102, 1, 100, 15
2: CCOC(=O)COn1c(-c2cccc(Cl)c2)nc2ccc([N+](=O)[O-])cc21
    0, -3.0, -4, -4, -1, -11, 70, 1, 49, 8
3: CCOc1ccc(C2C(C#N)=C(N)SC(N)=C2C#N)c(OCC)c1
    0, -1.7, -17, -1, -5, -50, 90, -1, 96, 4
4: C=CCN1CCN(Cc2cnc(Cl)s2)CC1
    -1, -0.8, ., -8, 0, -37, 91, 0, 90, 16
5: COCCNC(=O)C(c1ccco1)N(C(=O)Cn1nnc2ccccc21)c1cc(C)ccc1C (stereo not given)
    0, -0.5, -4, -10, -9, -26, 86, 0, 90, 16
6: CC(Sc1nc(-c2ccccc2)cc(C(F)(F)F)n1)C(=O)N1CCOCC1 (stereo not given)
    ., -1.7, -17, ., -6, -30, 87, 6, 94, 24
7: Cc1ccc(Cn2nc(C)c(NC(=O)CCCn3nc(C)c([N+](=O)[O-])c3C)c2C)cc1
    -4, 0.8, 60, -3, 6, 5, 95, -2, 95, 4
8: CC(C)(C)OC(=O)N1CC=C2C(C#N)=C(N)C(C#N)(C#N)[C@H](c3cccnc3)[C@H]2C1
    -1, -3.9, -14, -24, 8, 11, 96, 2, 106, 5
9: CC(C)(C)NC(=O)C(=O)N/N=C/c1ccc(Br)cc1
    ., -1.9, -19, -12, -13, -9, 97, 5, 92, 6
10: CCCCSc1nc(SCC(=O)NCc2ccco2)c2c3c(sc2n1)COC(C)(CC)C3 (stereo not given)
    0, -1.8, -40, -7, -7, -15, 76, 9, 74, 1
11: COc1ccccc1C(=O)NC1CCCCCCC1
    ., -0.6, 1, ., -1, -50, 82, 3, 82, 3
12: CC(C)(C)NC(=O)CSc1nnc(Cc2ccc3c(c2)OCO3)n1C1CCCCC1
    2, -2.6, -13, -23, 12, -36, 87, 5, 90, 45
13: CCC(=O)Nc1cc(-c2nnc(OC)c3ccccc23)ccc1N1CCOCC1
    -1, -3.0, ., -4, -6, -21, 99, 1, 103, 23
14: Cc1ccc(S(=O)(=O)N2CCN(C(=O)CSc3nc4ccccc4c(=O)[nH]3)CC2)c(C)c1
    3, -0.9, -13, -4, 0, -37, 75, 4, 75, 24
15: CCNC(=O)NC(=O)C(C)Oc1ccc(C(=O)OC)cc1 (stereo not given)
    0, -0.8, -3, -7, 2, 1, 86, 3, 86, 16
16: CC1=C(C(=O)OC2CCCC2)C(c2ccc(C)o2)C2=C(CC(c3cccs3)CC2=O)N1 (stereo not given)
    -1, -0.2, -21, 10, 15, -32, 73, 3, 73, 21
17: O=c1[nH]c(CO)nc2c1oc1ccccc12
    -1, -0.7, 0, -9, -16, -1, 79, 2, 86, 8
18: COC(=O)C1=C(C)NC(C)=C(C(=O)OC)C1C(=O)OCCN1C(=O)c2ccccc2C1=O
    -1, -1.0, 11, -7, -7, -11, 101, 3, 106, 8
19: Cn1nnnc1SCC(=O)Nc1ccccc1[N+](=O)[O-]
    ., -1.5, -27, 1, -15, -18, 100, 1, 100, 5
20: O=C(Nc1cccc(C(F)(F)F)c1)C1CCCCC1
    0, -1.3, ., -10, -16, -37, 100, 5, 86, 12
21: Cc1cc(NC(=O)Nc2cccc(C(F)(F)F)c2)no1
    -1, 1.3, 7, -17, -8, -23, 80, 2, 85, 7
22: C/C=C/c1ccc(OCCCn2cncn2)c(OC)c1
    -1, -0.8, -35, -27, -6, -13, 80, 0, 91, 3
23: Cn1c(CS(=O)Cc2c(Cl)cccc2Cl)nnc1SCc1c(Cl)cccc1Cl (stereo not given)
    -1, 2.8, 23, 5, -6, -51, 87, 1, 85, 14
24: CC(C)Cn1c(-c2ccco2)nc2c(c(=O)c3ccccc3n2C)c1=O
    -4, -3.6, ., 22, -1, -10, 56, 2, 63, 17
25: O=C(C=C1SCCS1)/C=C/c1ccco1
    ., -4.4, -4, -11, -1, -27, 79, -2, 88, 20
26: CS(=O)(=O)NN1C(=O)c2ccccc2NC1c1cccc2cccnc12 (stereo not given)
    -9, -3.1, ., 2, -6, -3, 95, 2, 90, 6
27: COc1ccc(CN=C2NC(=O)CC(C(=O)Nc3ccccc3C)S2)cc1 (stereo not given)
    -3, 6.0*, 6, -1, -22, -13, 91, 2, 97, 18
28: COc1cccc(O[C@@H]2O[C@@H]3COC(C)(C)O[C@H]3[C@H](O)[C@H]2NC(C)=O)c1
    ., -2.4, -18, ., 4, -29, 104, -2, 97, 7
29: CCOC(=O)/C(=C\C=C1/Sc2ccccc2N1CC)C(C)=O
    -4, -3.6, ., -7, 5, -36, 100, 0, 102, 10
30: CC1CC(C)CN(C(=O)/C(=C\c2ccccc2)c2ccccc2)C1 (stereo not given)
    ., -1.5, 2, 16, 2, -37, 77, 4, 79, 6
31: COc1cc(/C=C/C(=O)Nc2ccccc2C(F)(F)F)cc(OC)c1OC
    -2, -2.2, -18, -1, -4, -30, 91, 2, 85, 16
32: O=[N+]([O-])c1ccc(/C=C/c2nc3ccc([N+](=O)[O-])cc3[nH]2)cc1
    -9, -5.2, 7, -6, 7, -5, 94, 3, 101, 5
33: CCCC(c1nnnn1Cc1ccco1)N1CCN(C(=O)c2ccco2)CC1 (stereo not given)
    0, -3.9, ., 0, -4, -31, 93, 3, 88, 44*
34: Cc1cc2cc(CN(Cc3cccs3)S(=O)(=O)c3ccc4c(c3)OCCO4)c(=O)[nH]c2cc1C
    2, -0.7, ., 0, -1, -18, 51, 4, 22, 24
35: C=CCCCCCCCCC(=O)NNC1=CC(=O)CC(C)(C)C1
    -1, -1.6, -2, -7, -11, -43, 104, 2, 88, 6
36: CC1CCCC(NC(=O)COC(=O)c2cc(S(=O)(=O)N3CCCCC3)ccc2N2CCOCC2)C1C (stereo not given)
    1, -4.4, -16, -19, -11, -24, 92, 0, 83, 7
37: O=C(CCN1C(=O)C2CC=C(Cl)CC2C1=O)NCc1ccco1 (stereo not given)
    0, -1.0, 21, -13, -16, -1, 87, 2, 87, 18
38: Clc1ccc(CSc2ncccn2)cc1
    2, 0.4, -6, -6, -11, -21, 90, 4, 97, 23
39: S=C(Nc1ccc(Cl)c(Cl)c1)N1CCOCC1
    -3, -1.9, ., -5, -15, -19, 88, 2, 88, 39
40: Cc1nc(Sc2nnnn2-c2ccccc2)c(C#N)c(C)c1C
    -1, -1.3, 10, -4, 5, 18, 93, 2, 93, 1
41: COC(=O)c1ccc(S(=O)(=O)NCCSc2nnc3c4ccccc4n(C)c3n2)cc1
    3, -1.7, -8, -1, 10, -19, 81, 4, 80, 11
42: COc1ccc(/C=N/N2C(=O)c3ccccc3C2=O)cc1
    -5, 0.3, ., -3, -5, -32, 101, 1, 97, 6
43: c1ccc(C(Cc2nc(-c3ccccn3)no2)c2ccccc2)cc1
    2, -0.1, -12, -16, 0, -7, 89, 4, 93, 4
44: CN(NC(=O)c1cccc(Cl)c1)c1nc(-c2ccccc2)nnc1C(F)(F)F
    ., -4.1, 23, -9, 13, -27, 46, 2, 38, 5
45: COc1ccccc1-c1noc(-c2ccccc2C(=O)Nc2ccccc2)n1
    ., -2.3, 33, 4, 11, -30, 103, 24*, 92, 16
46: C=C(C)c1cccc(C(C)(C)NC(=O)NCCCN2CCCC2=O)c1
    0, 0.2, -1, -12, 4, -33, 96, 6, 104, 21
47: COc1cccc(OCc2nnc(SCC(=O)OC3CCCCC3)n2C)c1
    -2, -0.2, ., -4, -5, -23, 101, 8, 104, 5
48: Cc1ccccc1NC(=O)CSc1nnnn1C
    1, -0.6, -44, -9, 1, -53, 94, 0, 104, 10
49: NC(=O)C1(NC(=O)[C@@H]2CC3(CC(c4cccc(NC(=O)[C@@H]5CCC(=O)N5)c4)=NO3)CN2C(=O)Cc2ccc(C(F)(F)F)cc2)CC1 (stereo not given in full)
    1, -3.1, -27, -32, -3, 26, 98, 12, 93, 12
50: CC(C)CN(C(=O)COC(=O)c1cc2ccccc2oc1=O)C1CCS(=O)(=O)C1 (stereo not given)
    -1, 2.8, -28, -15, 12, -20, 99, 2, 94, 11
51: O=C(O)c1cc(S(=O)(=O)N2CCCC2)ccc1Br
    0, -0.6, ., -9, 6, -34, 89, 5, 95, 4
52: O=C(c1ccc2ccccc2c1)N1CCN(c2ccccc2)CC1
    2, -2.5, -5, -19, 5, -22, 89, 6, 93, 3
53: COc1ccc(-c2cc(C(F)(F)F)c3c(=O)n(-c4ccccc4)[nH]c3n2)cc1
    ., -1.9, 2, -19, 6, 2, 95, 1, 89, 9
54: C=C(C)CN=c1scc(C)n1/N=C/c1ccco1
    0, -0.7, ., -17, -3, -34, 77, -2, 85, 3
55: CC(C)CC(C(=O)O)N(Cc1ccccc1)Cc1ccccc1 (stereo not given)
    ., -4.5, -1, ., -7, -26, 89, 6, 90, -1
56: COc1ccc(C(OC(=O)c2cccs2)C(=O)NCC2CCCO2)cc1 (stereo not given)
    0, -0.1, 34, -2, 6, -74, 97, -1, 109, 7
57: O=C(O)/C=C/C(=O)NNC(=O)c1cccc(Br)c1
    -8, -0.6, ., 4, 12, -36, 92, 2, 96, 13
58: CN(Cc1ccccc1)C(=O)c1ccc2c(c1)OCCO2
    ., -0.2, ., -5, 13, -31, 108, -1, 103, 2
59: O=C(CNC(=O)c1cccs1)NCCN1CCN(c2ccccc2F)CC1
    1, -1.0, -5, -3, 14, -54, 90, 5, 102, 17
